# High-throughput results (PubChem BioAssay)
# zVAD death inh – L929 zVAD cell death inhibition. L929 zVAD necroptosis rescue, ATP luminescence, 24 h; with zVAD 60 µM. viability rescue, % at 10 µM. 0.38% of 220,000 active;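 active means activation, scaled between plate controls, above about 75%, limit read from the data; inactive means activation under that limit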;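 further: 0% = zVAD with DMSO and 100% = DMSO alone without zVAD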
# EP2 modulator – EP2 receptor (human) modulation; P43116; 0.83% of 260,000 active; EP2-expressing cells, cAMP HTRF FRET, PGE2 co-stimulation; induction, % at 25 µM;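 active means compounds whose cAMP rise, as percent of the full-agonist control response, exceeds 60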;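 further: rat C6 glioma line stably carrying human EP2 under a CMV promoter; the protocol text gives 20 µM as final concentration; 100% = response of wells given 1 µM PGE2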
# Runt-CBFb FRET – Runt domain-CBFb interaction inhibition | 0.46% of 220,000 active | inhibition, % at 20 µM | Cerulean-Runt/Venus-CBFb FRET ratio 530/480, 1 h;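 active means inhibition over about 50% at 20 µM in the single-dose screen, limit read from the data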;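 further: 0% = DMSO wells and 100% = excess unlabeled CBFb competitor control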
#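 Buffer or medium: Tris pH 7.5 buffer with BSA. Assay system: Cerulean-labeled Runt domain protein. Amount: each fluorescent fusion protein 100 nM. Read-out basis: loss of energy transfer signal. Incubation: 1 h compound exposure, room temperature. Probe or stimulus: Venus-CBFb binding partner, 100 nM. Detection: FRET, excitation 422 nm, emission at 530 and 480 nm.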
# Hck Nef HTS – blocks Nef-activated human Hck kinase. AID 463187. inhibition, % at 20 µM. 0.68% of 220,000 active. Recombinant Hck-YEEI plus Nef, Z-Lyte FRET kinase assay;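 active means Hck-Nef kinase inhibition above about 50%, limit read from the data; inactive means inhibition below that limit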;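 further: 0% = DMSO with Hck plus Nef and 100% = Hck alone without Nef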
# EP2 antag – inhibitors of human EP2 prostaglandin E2 receptor | 0.52% of 260,000 active | C6 glioma cells expressing human EP2, cAMP TR-FRET; cells stimulated with saturating PGE2 | inhibition, % at 25 µM | P43116 | AID 1422;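 active means percent inhibition above 40 after rounding to a whole number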;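 further: rat C6 glioma host cells with rolipram phosphodiesterase inhibitor present; the protocol text gives 20 µM as final concentration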
# PERK inh – human PERK inhibition, primary cell-based screen; Q9NZJ5; CHO PERK-DD fusion, SEAP luminescence translation reporter; inhibition, % at 5.6 µM; 0.17% of 220,000 active;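 active means inhibition above the mean inhibition of all tested compounds plus 3 SD, set separately per screening campaign, cut at about 2.9% in these data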;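 further: PERK kinase domain activated by AP20187 dimerizer at 100 nM; 0% = DMSO with dimerizer and 100% = rapamycin at 8.4 µM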
# Target sequence (Q9NZJ5 whole entry, looked up, the tested form may be a part): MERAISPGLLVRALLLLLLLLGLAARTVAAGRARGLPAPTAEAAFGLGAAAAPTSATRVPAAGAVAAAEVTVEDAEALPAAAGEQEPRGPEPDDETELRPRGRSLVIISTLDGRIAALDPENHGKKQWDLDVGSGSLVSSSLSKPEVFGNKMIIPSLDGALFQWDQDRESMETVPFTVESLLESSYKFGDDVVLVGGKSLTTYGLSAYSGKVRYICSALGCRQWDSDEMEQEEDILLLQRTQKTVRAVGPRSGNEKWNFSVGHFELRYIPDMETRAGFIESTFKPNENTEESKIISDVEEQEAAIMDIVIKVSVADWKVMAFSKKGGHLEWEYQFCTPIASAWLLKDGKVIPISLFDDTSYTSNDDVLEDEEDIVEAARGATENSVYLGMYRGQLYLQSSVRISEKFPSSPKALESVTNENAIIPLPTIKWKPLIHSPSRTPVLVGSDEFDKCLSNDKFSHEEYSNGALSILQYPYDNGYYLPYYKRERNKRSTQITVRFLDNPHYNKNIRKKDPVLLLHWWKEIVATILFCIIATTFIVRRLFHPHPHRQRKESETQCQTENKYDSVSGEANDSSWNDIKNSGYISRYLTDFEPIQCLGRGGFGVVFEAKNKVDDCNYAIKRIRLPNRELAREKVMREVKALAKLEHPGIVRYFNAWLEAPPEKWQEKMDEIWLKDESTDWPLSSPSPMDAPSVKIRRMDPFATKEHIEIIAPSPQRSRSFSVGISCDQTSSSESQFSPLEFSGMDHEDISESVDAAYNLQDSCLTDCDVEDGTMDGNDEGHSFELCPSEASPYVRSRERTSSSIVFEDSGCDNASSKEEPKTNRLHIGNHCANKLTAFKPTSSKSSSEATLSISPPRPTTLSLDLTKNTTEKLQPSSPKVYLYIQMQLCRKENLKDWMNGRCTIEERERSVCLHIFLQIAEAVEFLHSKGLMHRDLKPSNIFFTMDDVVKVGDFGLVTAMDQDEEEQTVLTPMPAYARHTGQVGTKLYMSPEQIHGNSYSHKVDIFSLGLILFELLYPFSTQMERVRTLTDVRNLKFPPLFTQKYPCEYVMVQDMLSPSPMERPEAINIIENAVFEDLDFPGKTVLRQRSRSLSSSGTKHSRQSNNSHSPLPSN
# Runt-SMMHC FRET – blocks binding of human RUNX1 Runt domain to CBFb-SMMHC. Cerulean-Runt/Venus-CBFb-SMMHC FRET ratio 530/480, 1 h. inhibition, % at 20 µM. 0.74% of 220,000 active. Q01196+Q13951;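 active means mean inhibition across duplicate retests at 20 µM reaching about 50%, limit read from the data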;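 further: 0% = DMSO wells and 100% = wells with excess untagged CBFb-SMMHC; inhibitors lower the FRET ratio by blocking Runt binding to CBFb-SMMHC; some results filed as inactive read as strong as hits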
# RBBP9 inhibitor – blocks human serine hydrolase RBBP9. inhibition, % at 7.94 µM. 0.2% of 220,000 active. recombinant RBBP9, FP-Rh probe fluorescence polarization. O75884. AID 1515;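 active means inhibition above the campaign mean of all tested compounds plus 3 SD, cut at about 14% in these data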;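 further: plate controls were DMSO wells with RBBP9 for no effect and wells lacking RBBP9 protein for full effect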
#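 System: RBBP9 protein | Quantity: 2.5 µM RBBP9 dispensing solution, before mixing | Reagent: FP-Rh probe, 375 nM dispensing solution | Timing: Enzyme-compound preincubation 30 min, then probe labeling 45 min, 25 °C | Measured by: Fluorescence polarization | Read-out: % inhibition | Replication: One well per compound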
# TNF death inh – inhibitors of TNF-alpha induced necroptosis in Jurkat FADD-/- cells; 0.068% of 220,000 active; Jurkat FADD-/- TNF necroptosis rescue, ATP luminescence, 24 h; 0 = TNF only, 100 = no-TNF cells; activation (protection from cell death), % at 10 µM;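 active means activation, meaning protection from cell death, of at least 50% relative to plate controls; inactive means activation below 50%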;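 further: necroptosis triggered by 40 ng/mL TNF-alpha added together with compound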
# * hit, by the source's call; . = no result given; & = joins results of further samples. This is a subset. The share of hits here may be higher or lower than overall.
Structure	Hck Nef HTS	EP2 antag	TNF death inh	RBBP9 inhibitor	Runt-CBFb FRET	Runt-SMMHC FRET	EP2 modulator	zVAD death inh	PERK inh
CC(=O)C1=C(C)NC(SCC(N)=O)=C(C#N)C1c1cccs1 (stereo not given)	4	6	-0.2	-8	2	2	17	-0.2	-1.0
Cc1cc(CN2CCCCC2)oc1C(=O)O	5	2	0.6	-5	-2	-4	24	0.7	1.3
CNC(=S)N(Cc1ccc(OC)cc1)C1CC(=O)N(c2ccc(C(=O)OC)cc2)C1=O (stereo not given)	2	9	2.8	-8	2	2	-5	1.5	0.0
CC(=O)CNc1ccc(S(=O)(=O)N/N=C/c2ccccc2)cc1	23	1	0.0	0	0	2	28	2.1	0.0
COc1ccc(C(=O)/C=C/Nc2ccc([N+](=O)[O-])cc2C)c(OC)c1	0	9	-3.1	-6	-38	-23	-15	-0.1	1.1
CCCCCCCn1c2c(c(=N)c3ccccc31)CCC2	16	11	-8.0	-11	-17	3	-37	-1.2	0.4
CCc1ccc(OCC(=O)N/N=C(\C)c2ccc(O)cc2O)cc1	15	3	-1.5	-8	0	0	1	18	-0.4
COc1cccc(C(=O)N2CCN(Cc3ccccc3C(F)(F)F)CC2)c1	-1	12	0.8	0	-2	-2	-1	0.7	-0.1
Cc1ccc(S(=O)(=O)N2CCN(C(C)C(=O)Nc3ccccc3-c3ccccc3)CC2)cc1 (stereo not given)	3	2	1.0	-2	-3	4	21	-0.2	-0.4
Cc1onc(-c2ccccc2Cl)c1C(=O)Nc1cccc2nsnc12	1	8	-0.8	-5	16	18	48	-0.3	1.5
C=CCNC(=S)NNC(=O)C(CC(C)C)CC(C)O (stereo not given)	3	7	-1.0	-6	-1	-1	-31	-0.5	1.5
CC/C(=C\C1CCCCC1)C(NP(=O)(c1ccccc1)c1ccccc1)c1ccccc1 (stereo not given)	-2	5	-1.0	-13	-12	0	70*	0.3	0.2
COc1ccc(S(=O)(=O)NCc2csc(C)n2)cc1	8	6	0.6	0	0	4	19	0.9	1.0
O=C(CN1C(=O)C2CC=CCC2C1=O)Nc1ccc(S(=O)(=O)Nc2ncccn2)cc1 (stereo not given)	30	3	1.0	1	-3	-2	-5	0.1	1.3
Cc1cc(C(=O)Nc2ccc(S(=O)(=O)N3CCOCC3)cc2)c(C)o1	19	5	3.6	-2	0	-1	-11	0.3	0.1
COc1ccc(Cc2nc(-c3ccc(NC(=O)c4cccnc4)cc3)no2)cc1	2	19	-6.6	-5	1	2	3	1.0	0.3
CN(C)CCCNc1ncnc2scc(-c3ccccc3)c12	19	3	1.5	5	-1	-26	1	0.6	0.5
O=C1N=C(N2CCOCC2)S/C1=C\c1ccncc1	2	8	12	5	1	-6	13	0.4	1.0
CCOC(=O)c1oc2cccc(O)c2c1CN1CCOCC1	2	5	-0.9	0	-5	3	-15	-0.4	-0.2
COc1ccc(C(C)=O)c2c1OCCO2	-1	11	-2.2	-4	0	-3	5	0.3	0.6
CCOC(=O)c1cnc(-c2ccccc2)nc1Oc1ccc(Cl)cc1	0	7	-2.6	-7	1	-5	10	0.1	-0.4
C/C(Cn1nnc2ccccc21)=N/OC(=O)c1c(F)cccc1F	2	3	0.6	-3	.	2	20	0.0	1.7
CCc1nnc(NC(=O)c2cc3c(s2)CCCCC3)s1	3	10	-1.1	4	.	.	.	0.0	0.1
CC(C)(C)C(=O)O/N=C1/C(=O)N(c2ccccc2)c2ccccc21	-1	8	-8.7	-13	.	-4	19	0.1	-0.1
Cc1ccnc(N2CCC(C(=O)NNC(=O)c3ccccc3)CC2)n1	-2	7	-1.7	1	0	2	11	-0.1	0.9

# New compounds follow:
Structure	Hck Nef HTS	EP2 antag	TNF death inh	RBBP9 inhibitor	Runt-CBFb FRET	Runt-SMMHC FRET	EP2 modulator	zVAD death inh	PERK inh
CCOC(=O)C1=C(C)NC(=O)NC1c1ccc(OC(=O)c2ccco2)c(OC)c1 (stereo not given)	2	3	-2.8	4	-3	0	1	0.5	0.9
O=C(CSc1nccc(=O)[nH]1)Nc1ccccc1Sc1ccccc1	22	5	0.7	-7	-1	-3	38	0.9	1.0
Cc1ccc(NC(=O)C2CCN(S(=O)(=O)c3cccs3)CC2)cc1	16	9	0.7	3	0	-1	-34	6.5	1.3
CCOc1cc(C=O)cc(Br)c1OCC(N)=O	18	4	-0.9	1	0	1	14	3.3	0.1
COc1cc(C)c(Cl)c(C)c1S(=O)(=O)NCc1cccnc1	-21	9	0.6	-4	3	2	-9	-0.1	-0.1
COc1ccc(S(=O)(=O)N(C)CC(=O)Nc2ccccc2C(F)(F)F)cc1Cl	1	0	0.5	5	0	-3	-46	-0.6	-0.3
CC(C)N1C(=O)CCC1C(=O)NCc1ccccc1Cl (stereo not given)	-3	8	1.3	-2	-1	0	-7	.	1.6
Cc1cccc(-n2ccnc2SCC(=O)Nc2nnc(C)s2)c1	0	6	-3.7	-2	0	-3	3	-0.5	0.9
C=CCNC(=S)N/N=C/c1ccc(-c2cc(Cl)ccc2Cl)o1	1	10	-3.1	-4	2	-2	2	0.4	0.0
CCOC(=O)CNC(=O)N1c2ccccc2Sc2ccccc21	3	5	-1.8	-11	0	3	-17	0.8	-0.5
Nc1nc2n(n1)C(=O)CC(c1ccc(Cl)cc1)N2 (stereo not given)	11	4	-0.4	1	2	0	-21	-0.3	-0.1
Clc1ccc(Sc2cc(Cl)c(-c3ccccc3)nn2)cc1	-2	11	-0.1	-4	-1	-7	57	-0.1	0.1
Cn1c(O)c(/C=C2\C=Nc3ccccc32)sc1=Nc1ccc(C(=O)O)cc1	28	10	2.9	-6	-9	-15	15	1.9	0.8
CCOC(=O)CNC(=O)c1sc(NC(=O)/C=C/c2ccccc2)nc1C	14	0	7.1	6	5	-1	8	0.8	0.6
COc1ccc(C(=O)NCC(=O)N/N=C/C(C)=C/c2ccco2)cc1OC	8	13	-1.1	-9	-2	-1	-18	2.4	-0.4
COC(=O)CCC(=O)Nc1nccs1	19	1	0.5	-4	0	4	3	5.0	0.7
Cc1oc(C(C)(C)C)cc1C(=O)N1CCN(c2ccc(C(F)(F)F)cn2)CC1	11	5	0.2	-1	-7	-5	23	1.8	-0.3
CCN1CCN(CCc2nc3cc(NC(=O)COc4ccc(Cl)cc4)ccc3n2C)CC1	-3	6	-0.6	1	0	-2	-11	2.8	-0.3
COc1ccc(-c2[nH]ncc2CN2CCC(C(=O)c3ccc(F)cc3)CC2)cc1	6	20	3.9	-5	-1	4	-24	0.9	-0.9
COc1cccc(S(=O)(=O)NCc2ccc(C(=O)Nc3ccc(Cl)c(Cl)c3)cc2)c1	20	17	-0.4	-18	2	-2	-34	-0.8	-1.4
NC(=O)c1ccc(-n2nnnc2SCc2ccc(F)cc2)cc1	1	19	5.1	-4	-3	-1	-4	0.3	0.4
O=C(CNC(=S)N(Cc1ccc(F)cc1)C1CCCCC1)NC1CC1	-1	7	-1.0	-3	2	0	9	-0.1	-2.1
COc1cccc(/C=C/C(=O)OCC(=O)Nc2cccc(S(=O)(=O)N(C)C)c2)c1	-16	7	-0.1	-10	-2	-3	-34	0.9	1.8
CC(C)NC(=S)N/N=C/c1ccc2c(c1)OCCO2	1	12	0.5	-9	-1	2	-5	1.3	-0.1
O=C(NNC(=O)c1cccs1)c1ccncc1	19	6	-0.8	-9	1	3	16	1.1	-0.2

# (next part)
Structure	Hck Nef HTS	EP2 antag	TNF death inh	RBBP9 inhibitor	Runt-CBFb FRET	Runt-SMMHC FRET	EP2 modulator	zVAD death inh	PERK inh
COc1cc(NS(=O)(=O)c2ccc(NC(=S)NC(=O)c3sc4cc(F)ccc4c3Cl)cc2)nc(OC)n1	7	95*	0.4	-3	5	-8	-3	1.9	1.0
CCOc1ccccc1C1C(C#N)=C(N)Oc2cc(N)ccc21 (stereo not given)	-2	11	-3.4	3	12	105*	-5	1.1	0.4
CCOc1ccc(C(=O)Nc2ccccc2C(=O)O)cc1	5	6	-4.0	3	-2	-2	-3	0.1	0.9
COc1ccc(Oc2cccc(Cl)c2CNC(=O)c2ccccc2C(=O)O)cc1	0	15	8.2	2	0	-3	14	2.0	1.2
CN(C)c1nc(N(C)C)nc(N(C)C)n1	3	11&12&10	-0.6	-9	0	2	19&-4&3	3.6	1.6
Cc1cc(C(=O)COC(=O)C23CC4CC(CC(O)(C4)C2)C3)c(C)n1-c1c(C)n(C)n(-c2ccccc2)c1=O	2	6	0.2	-2	1	4	24	1.7	1.5
CCOCc1cnc(C)nc1NCC(=O)c1c(C)n(C)c2ccc(OC)cc12	-1	16	-1.2	4	-1	5	-5	-0.3	-0.1
CN(C)/C=C/c1onc(-c2c(F)cccc2Cl)c1C#N	20	9	1.0	-9	-1	-4	8	0.6	1.2
CC1=C(C(=O)OCC2CCCO2)C(c2ccsc2)C2=C(CCCC2=O)N1 (stereo not given)	18	6	-1.2	-6	4	9	2	-0.8	0.2
O=c1c2c3c(sc2nc(NCCOCCO)n1Cc1ccco1)CCCCC3	24	4	0.1	-6	4	6	-2	1.8	-0.3
COc1ccccc1C1=NOC(C)(c2sc(-c3ccc(Cl)cc3)nc2C)C1 (stereo not given)	26	21	6.0	.	2	-2	6	-0.7	.
CCCc1nnc(NC(=O)CCC(=O)N2CCN(S(=O)(=O)c3ccc(F)cc3)CC2)s1	1	6	1.7	5	2	-4	1	1.3	1.2
COc1ccccc1N1C(=O)CC(Sc2ccccc2N)C1=O (stereo not given)	19	14	-1.6	1	0	-2	-55	0.7	-1.2
COc1ccc2c(c1)CCN=C2Cc1ccc(OC)c(OC)c1	1	4	3.0	4	-2	-2	2	0.8	-0.7
COc1ccc(S(=O)(=O)NCC2CCC(C(=O)NCCC(C)C)CC2)cc1 (stereo not given)	3	8	3.9	-8	-6	2	18	.	-0.4
CC(C)(C)NCC(=O)c1c[nH]c2ccccc12	2	.	1.3	-6	1	-3	-12	0.1	-0.1
COCCN1Cc2cccc(C(=O)Nc3ccc4c(c3)OCCO4)c2C1=O	1	8	-0.5	-5	1	-3	10	-0.2	-0.6
Cc1ccsc1/C=N/n1c(-c2cc(-c3ccccc3)n[nH]2)n[nH]c1=S	29	7	-7.9	3	16	25	27	1.4	0.1
NC(=S)n1[nH]c(-c2ccc([N+](=O)[O-])cc2)c(N=Nc2ccc(Cl)cc2)c1=O	71*	10	-4.1	-5	-4	-10	-60	-2.3	-0.1
Cc1ccccc1C(=O)Nc1ccccc1C(=O)NCC(C)C	-23	4	13	-14	-1	0	11	1.8	-0.6
CCOC(=O)c1c(-n2cnnn2)sc2c1CCCC2	9	17	-2.2	-6	-2	0	3	0.6	0.3
